LGR2 antag = inhibitors of bursicon-induced LGR2 CRE-luciferase signal, primary screen, cell-based, HEK293, CRE-luciferase reporter, bursicon stimulation. inhibition, % at 9.99 µM. hit rate 0.35% among 380,000. bursicon-stimulated, 4 h. Drosophila bursicon receptor LGR2 (rickets);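 active = drop in luminescence signal, shown as inhibition above about 50% in the replicate tests, limit read from the data, passing the limit was not always enough; inconclusive = probably only some replicates passing the limit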;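 note: agonist challenge used bursicon conditioned medium at about half maximal strength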
CASP6 VEID inh = human caspase-6 inhibitors, primary screen, biochemical, VEID-R110 fluorescence, single point, set 2 | purified caspase-6, Z-VEID-R110 cleavage fluorescence | hit rate 0.53% among 350,000 | inhibition, % at 12.5 µM | P55212;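 active = mean inhibition across replicates at least about 35%, with every replicate also reaching that limit, limit read from the data; inconclusive = only one of the two criteria met; inactive = neither criterion met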;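 note: 0% = median of neutral control wells and 100% = no fluorescence left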
Target sequence (P55212 24-179 limits assumed): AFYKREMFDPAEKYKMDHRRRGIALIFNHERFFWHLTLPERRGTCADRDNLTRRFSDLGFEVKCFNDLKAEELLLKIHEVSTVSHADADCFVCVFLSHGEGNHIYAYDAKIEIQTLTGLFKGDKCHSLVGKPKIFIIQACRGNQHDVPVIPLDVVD
Target sequence (P55212 194-293 limits assumed): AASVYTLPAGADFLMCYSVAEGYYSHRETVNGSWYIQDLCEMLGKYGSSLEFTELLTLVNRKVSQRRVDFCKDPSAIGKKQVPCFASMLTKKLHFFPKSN
ARNT TACC3 PPI = disruptors of ARNT/TACC3 protein interaction, primary screen, biochemical, AlphaScreen, single concentration; Transforming acidic coiled-coil-containing protein 3 (Homo sapiens), Q9Y6A5; AlphaScreen His-ARNT PAS-B/GST-TACC3 binding, luminescence; TACC3 fragment carries E629A point mutation; inhibition, % at 9.99 µM; hit rate 0.66% among 390,000;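 active = mean inhibition of replicates at least 50% and at least half of replicates each reaching 50%; inconclusive = half or more replicates reach 50% but mean below 50%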;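 note: 0% = complete ARNT plus TACC3 wells and 100% = ARNT alone without TACC3; many hits fall short of the cut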
PAX8 inh HTS = inhibitors of PAX8-driven TPO luciferase reporter, primary screen, RMG-I cells, single concentration; inhibition, % at 12.6 µM; hit rate 1.2% among 360,000; SteadyGlo, 24 h;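 active = mean replicate inhibition at least 60% with every replicate also reaching 60%; inconclusive = only one of the two criteria is met; inactive = mean below 60% and not all replicates reaching 60%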;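 note: luciferase light reporting Pax8 driven TPO promoter activity; plate controls were median of neutral control wells for no effect and mitoxantrone controls for full effect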
EWS-Fli block = EWS/Fli-driven NR0B1 reporter inhibitors, primary screen, A673 cells, NR0B1 luciferase, luminescence, MLPCN library. viability-normalised. AID 651661, 2012. hit rate 0.67% among 350,000. inhibition, % at 12.6 µM;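 active = mean inhibition of at least 50% after viability correction, with every replicate also passing that limit; inconclusive = mean reaches 50% but only one of two replicates passes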;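 note: firefly luciferase signal divided by Alamar Blue viability fluorescence both relative to DMSO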
SIRT5 block = SIRT5 desuccinylase inhibitors, primary screen, biochemical, fluorescence imaging, single point, set 5. NAD-dependent protein deacylase sirtuin-5, mitochondrial (Homo sapiens), Q9NXA8. Purified SirT5, succinyl-peptide AMC, trypsin-coupled fluorescence. inhibition, % at 15 µM. hit rate 1.1% among 330,000; in the data active = inhibition above about 15%; inconclusive = no clear call, values can overlap the other calls
Target sequence (Q9NXA8 whole entry, looked up): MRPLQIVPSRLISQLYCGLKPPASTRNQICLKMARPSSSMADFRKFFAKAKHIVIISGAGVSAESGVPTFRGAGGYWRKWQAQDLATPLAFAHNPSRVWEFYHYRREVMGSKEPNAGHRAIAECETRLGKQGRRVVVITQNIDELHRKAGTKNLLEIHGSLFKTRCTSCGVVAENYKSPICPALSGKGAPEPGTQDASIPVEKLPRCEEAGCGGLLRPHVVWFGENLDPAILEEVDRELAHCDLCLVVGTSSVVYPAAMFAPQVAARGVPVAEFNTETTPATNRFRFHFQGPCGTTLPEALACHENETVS
DENV2 CPE = inhibitors of DENV2 cytopathic effect, primary screen, cell-based, plate reader, single concentration | DENV2-infected cells, cytopathic effect rescue | CPE inhibition, % at 9.99 µM | hit rate 1.7% among 350,000; in the data active = CPE inhibition above about 20%, passing the limit was not always enough; inconclusive = no clear call, values can overlap the other calls; tested in BHK-21 cells;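 note: 0% = median of neutral control wells and 100% = median of positive control wells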
* marks the source's active call; other numbers are inactive results; ? = inconclusive; / = no result given. Not a hit list. About 4.9% of those tested had a hit in this group.

SMILES	LGR2 antag	CASP6 VEID inh	ARNT TACC3 PPI	PAX8 inh HTS	EWS-Fli block	SIRT5 block	DENV2 CPE
CCOc1ccccc1CN1[C@@H](c2ccc(OC)cc2)CC(C(=O)OC)(C(=O)OC)[C@H]1c1ccccc1	4	-1	/	-10	-13	-2	-13
O=C(CSc1nc2ccccc2c(=O)n1Cc1ccc(F)cc1)NCc1cccs1	5	2	/	0	-1	5	/
C[C@@H]1CN([C@H](C)CO)C(=O)c2cc(N(C)C)ccc2O[C@H]1CN(C)Cc1ccc(C(=O)O)cc1	-20	-1	-6	-2	-2	1	2
CC(C)C#Cc1cnc2c(c1)C(=O)N([C@H](C)CO)C[C@H](C)[C@H](CN(C)C(=O)c1ccccc1)O2	-8	1	-1	5	-27	-2	-8
COc1cccc(/C=N/NC(=O)CC(C)O)c1OC/C=C/c1ccccc1 (stereo unspecified)	-5	-3	-6	12	/	-3	-5
CN(C)C(=O)C[C@@H]1C[C@H]2c3cc(NS(C)(=O)=O)ccc3O[C@H]2[C@@H](CO)O1	-6	-1	-2	-12	-6	2	16
Cc1cc(=O)n2c(C(=O)Nc3ccc(C)c(C)c3)c(C(=O)Nc3ccccc3)sc2n1	-8	3	-7	5	-9	7	-1
CNC[C@@H]1OCCCC[C@H](C)Oc2ccc(NC(=O)C3CCCCC3)cc2C(=O)N([C@H](C)CO)C[C@@H]1C	12	/	/	-10	0	/	/
COc1ccccc1NC(=O)c1cc(=O)[nH]c2ccccc12	2	3	-1	1	13	2	17
O=C(Cc1coc2cc3c(cc12)CCC3)NC1CCCCCCC1	-27	-2	0	-3	-8	-2	/
O=C(CN(C(=O)CNC(=O)c1ccco1)c1cccc(F)c1)NC1CCCCC1	12	1	-1	14	0	-1	7
N#C[C@H]1[C@@H](c2ccc(C3=CCCCC3)cc2)[C@@H](CO)N1C(=O)NC1CCCC1	-6	2	/	-3	-3	7	10
Cc1nnc(NC(=O)c2oc3ccccc3c2C)s1	-44	2	-1	-100	-57	6	-4
Cc1ccc(S(=O)(=O)N(C)C[C@H]2OCCCC[C@@H](C)Oc3ccc(NC(=O)C4CCCCC4)cc3C(=O)N([C@@H](C)CO)C[C@@H]2C)cc1	-6	/	7	17	9	/	2
CC1(C(=O)NS(=O)(=O)c2cccs2)CCN1C(=O)C1(c2ccc(Cl)cc2)CCC1 (stereo unspecified)	-5	1	/	19	15	-2	3
CCOC(=O)CSc1nnc(-c2ccccc2)c(-c2ccccc2)n1	12	1	11	-10	3	-3	-6
CCOC(=O)C1=C(COC(=O)c2ccc([N+](=O)[O-])s2)NC(=O)NC1C (stereo unspecified)	-8	89*	39	4	-32	0	-2
CO[C@H]1CN(C)C(=O)c2cc(NC(=O)c3ccc(F)cc3)ccc2OC[C@@H](C)N(C(C)=O)C[C@@H]1C	13	-2	-9	/	-3	-1	1
N#C[C@@H]1N[C@@H](CO)[C@@H]1c1ccc(C#Cc2ccc(F)cc2)cc1	-37	-5	-43	-97	-34	-1	?
C[C@@H]1CCCCO[C@@H](CN(C)CC2CCCCC2)[C@@H](C)CN([C@@H](C)CO)C(=O)c2cc(NC(=O)CCCN(C)C)ccc2O1	14	-1	4	-21	2	-6	-9
CC1(C)CC(=O)c2sc(NC(=O)CN3C(=O)CCC3=O)nc2C1	-2	4	5	-4	3	/	-2
CCOC(=O)N1CC(C)N(C(=S)Nc2ccccc2)CC1C (stereo unspecified)	-13	0	0	6	-2	-2	-11
O=C(Nc1ccc(N2CCN(C(=O)c3ccccc3)CC2)cc1)c1ccc([N+](=O)[O-])o1	1	3	7	100*	66*	-2	-6
C[C@@H]1CCCCO[C@H](CN(C)C(=O)Nc2ccc(C(F)(F)F)cc2)[C@H](C)CN([C@@H](C)CO)C(=O)c2cc(NC(=O)NC3CCCCC3)ccc2O1	18	0	-15	-17	0	0	-10
O=C(Nc1nccs1)c1ccc(S(=O)(=O)c2ccccc2)cc1	13	-2	/	/	/	-2	/
COc1ccc(CCN2CC(C(=O)NCc3c(C)n[nH]c3C)CCC2=O)cc1 (stereo unspecified)	-12	1	-3	/	-1	-2	-7
O=Cc1c(Cl)[nH]c(=O)n1-c1ccccc1	12	1	/	9	7	0	/
C[C@@H]1CN([C@@H](C)CO)C(=O)c2cc(C3=CCCC3)cnc2O[C@H]1CN(C)C(=O)c1ccccn1	-12	1	-7	-13	-5	8	1
S=C(Nc1ccc(Br)cc1)NC1CCN(Cc2ccccc2)CC1	5	-5	/	20	32	-3	3
CCOC(=O)[C@@H]1[C@H]2COc3ccccc3[C@@H]2N2C(=O)N(c3cccc(F)c3)C(=O)[C@@]12C	16	3	2	-74	-2	/	-6
O=C(c1ccccc1OCc1ccc(Cl)cc1)N1CCN(c2ccccn2)CC1	11	3	4	7	-6	-2	1
NC(=O)COC(=O)/C=C/c1ccc2ccccc2n1	/	3	-6	12	7	0	-2
COc1ccc(Cc2nnc(NC(=O)c3ccccc3F)s2)cc1	-22	0	2	-18	-10	0	2
C[C@@H]1CN([C@H](C)CO)C(=O)c2cc(NC(=O)C3CCCCC3)ccc2O[C@@H](C)CCCCO[C@@H]1CN(C)S(=O)(=O)c1ccc(F)cc1	13	1	2	8	0	13	-11
CS(=O)(=O)N(CC(=O)Nc1ccccc1-c1ccccc1)c1cccc(F)c1	1	1	-1	-1	7	-2	2
Cc1cccc(S(=O)(=O)N(C)C[C@H]2OCc3ccccc3-c3ccccc3C(=O)N([C@H](C)CO)C[C@H]2C)c1	20	-1	8	/	-10	6	7
COc1ccc(NC(=O)N(C)C[C@H]2Oc3c(cccc3N(C)C)C(=O)N([C@@H](C)CO)C[C@@H]2C)cc1	0	1	-11	-27	1	-3	13
CC1(C)C=Cc2c(ccc3c2OC[C@@H](c2ccc(O)cc2O)C3)O1	/	1	21	/	-67	2	-4
COc1ccc(C2c3ccc4ccccc4c3Oc3ncn(CCCN(C)C)c(=N)c32)cc1 (stereo unspecified)	-3	-43	21	10	63*	-5	4
Cc1ccc(S(=O)(=O)N2CCN(C(=O)CSc3ncn[nH]3)CC2)cc1	1	0	/	0	1	-1	-4
O=C(/C=C/c1ccc(F)cc1)N1CC[C@@]2(O)CCCC[C@H]2C1	10	4	1	-9	3	/	-4
C[C@@H]1CN([C@@H](C)CO)C(=O)c2cc(C#CCN(C)C)cnc2O[C@H]1CN(C)C(=O)Cc1cccnc1	9	1	-4	/	1	-8	1
COc1cc(OC)c(OC)cc1CCC(C)NC(=O)Cc1ccccc1 (stereo unspecified)	-3	-1	18	17	5	-3	3
Cn1c(C(=O)NN)cc2cc(Oc3ccccc3)ccc21	/	0	0	2	7	-3	11
C[C@@H]1CN([C@@H](C)CO)C(=O)c2cc(C#Cc3ccccc3F)cnc2O[C@@H]1CN(C)C(=O)Cc1cccnc1	7	14	1	/	1	-1	10
COC(=O)c1c(NC(NC(C)=O)C(Cl)(Cl)Cl)sc2c1CCCC2 (stereo unspecified)	2	/	-3	-7	/	/	/
Cc1nc(C(=O)N2CCC(n3nccc3NC(=O)Nc3ccccc3Cl)CC2)cs1	-6	-1	-1	0	/	1	5
O=C(C1CC1)N1CC(=O)N2[C@@H](CO)[C@@H](c3ccc(Br)cc3)[C@@H]2C1	12	1	/	-8	-8	-5	?
CCCN1[C@@H]2c3ccc(-c4ccccc4)c(=O)n3C[C@@H]2[C@@H](CO)[C@@H]1C(=O)NCCCN1CCOCC1	4	-3	-3	-4	4	-2	1
O=C(CNC(=O)c1ccccc1Cl)NC1CCN(Cc2ccccc2)CC1	18	-5	/	10	0	-5	?
Cc1ccc(CCNC(=O)C2CCN(S(=O)(=O)N3CCC4(CC3)OCCO4)CC2)cc1	5	-5	-16	/	5	-2	4
COCCN1CCN(C(=O)C2CCC(=O)N(Cc3ccc(Cl)cc3)C2)CC1 (stereo unspecified)	6	-5	-5	-12	2	0	1
NC(=O)CC1(c2ccccc2)CCCCC1	/	7	/	4	2	/	-4
COc1cccc(C2=NN(C(=O)c3ccco3)C(O)(C(F)(F)F)C2)c1 (stereo unspecified)	18	0	5	15	2	-1	18
C[C@H](CO)N1C[C@H](C)[C@H](CN(C)C)Oc2cc(C#Cc3cccnc3)ccc2S1(=O)=O	-3	-2	7	/	-9	0	-4
OCCN1CCN(c2ncnc3c2ncn3[C@H]2CN(Cc3ccc(Cl)cc3)C[C@@H](CO)O2)CC1	-21	-1	/	-19	-2	-1	-7
CC1(C2CC2)NC(=O)N(CC(=O)NCC(=O)Nc2ccc(F)c(F)c2F)C1=O (stereo unspecified)	-1	-4	0	6	0	-3	-12
C[C@@H](O)C#Cc1ccc([C@H]2[C@H](CO)N3CCCCN(S(=O)(=O)c4ccccc4)C[C@@H]23)cc1	7	-3	-2	-13	9	0	-5
C/C=C/c1ccc([C@@H]2[C@H](CO)N(C(=O)c3cnccn3)C23CN(C(=O)CC)C3)cc1	-1	3	/	/	-5	4	-4
COCC(=O)N(C)C[C@@H]1[C@@H](c2ccccc2)[C@H](CO)N1C(=O)NC(C)C	4	1	-10	-1	4	3	-8
CCC(=O)c1ccc(OCC(=O)OCC(=O)c2cc(C)n(C3CC3)c2C)cc1	-3	-2	3	-4	3	0	8

Three entries already listed, sorted by count of non-hydrogen atoms, falling.
SMILES	LGR2 antag	CASP6 VEID inh	ARNT TACC3 PPI	PAX8 inh HTS	EWS-Fli block	SIRT5 block	DENV2 CPE
C[C@@H]1CCCCO[C@H](CN(C)C(=O)Nc2ccc(C(F)(F)F)cc2)[C@H](C)CN([C@@H](C)CO)C(=O)c2cc(NC(=O)NC3CCCCC3)ccc2O1	18	0	-15	-17	0	0	-10
CC(C)C#Cc1cnc2c(c1)C(=O)N([C@H](C)CO)C[C@H](C)[C@H](CN(C)C(=O)c1ccccc1)O2	-8	1	-1	5	-27	-2	-8
COCCN1CCN(C(=O)C2CCC(=O)N(Cc3ccc(Cl)cc3)C2)CC1 (stereo unspecified)	6	-5	-5	-12	2	0	1

A few values from the results shown:
`C[C@@H](O)C#Cc1ccc([C@H]2[C@H](CO)N3CCCCN(S(=O)(=O)c4ccccc4)C[C@@H]23)cc1` | EWS-Fli block: 9
`O=C(/C=C/c1ccc(F)cc1)N1CC[C@@]2(O)CCCC[C@H]2C1` | CASP6 VEID inh: 4
`C[C@@H]1CN([C@@H](C)CO)C(=O)c2cc(C#CCN(C)C)cnc2O[C@H]1CN(C)C(=O)Cc1cccnc1` | CASP6 VEID inh: 1
`CCCN1[C@@H]2c3ccc(-c4ccccc4)c(=O)n3C[C@@H]2[C@@H](CO)[C@@H]1C(=O)NCCCN1CCOCC1` | DENV2 CPE: 1
`CC1(C2CC2)NC(=O)N(CC(=O)NCC(=O)Nc2ccc(F)c(F)c2F)C1=O` (stereo unspecified) | DENV2 CPE: -12
`Cc1nc(C(=O)N2CCC(n3nccc3NC(=O)Nc3ccccc3Cl)CC2)cs1` | ARNT TACC3 PPI: -1
`C/C=C/c1ccc([C@@H]2[C@H](CO)N(C(=O)c3cnccn3)C23CN(C(=O)CC)C3)cc1` | LGR2 antag: -1
